# HRas wt GTP: modulators of GTP binding to HRas wildtype, primary screen, biochemical, bead-based flow cytometry, multiplex; GTP binding activity, % at 10 µM; AID 759, 2007; GTPase HRas (Homo sapiens), P01112; GST-Ras wt beads, Bodipy-FL-GTP binding; actives lie on both sides; hit rate 0.14% among 190,000;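 active = GTP binding activity at least 20% away from the 100% baseline, either lowered as inhibitor or raised as activator; inconclusive = flagged as likely green fluorescent, judged across all proteins in the well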;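 note: 0% = unlabeled GTP competition control and 100% = no-compound control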
# Target sequence (P01112 whole entry, looked up): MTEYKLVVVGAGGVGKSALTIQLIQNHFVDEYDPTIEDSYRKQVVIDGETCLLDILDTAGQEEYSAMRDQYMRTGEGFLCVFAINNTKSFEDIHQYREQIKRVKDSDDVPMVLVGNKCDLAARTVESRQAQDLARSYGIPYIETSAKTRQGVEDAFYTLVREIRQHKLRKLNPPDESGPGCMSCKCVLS
# Rac1 wt modul: wildtype Rac1 GTP binding modulators, primary screen, biochemical, GST-Rac1 beads, flow cytometry, multiplex; GTP binding activity (% of control), % at 10 µM; Ras-related C3 botulinum toxin substrate 1 (Homo sapiens), P63000; fluorescent GTP binding; actives lie on both sides; 0 = cold GTP competed, 100 = untreated; hit rate 0.27% among 190,000;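 active = GTP binding activity at least 20 points away from the 100% control level, either lower or higher; inconclusive = compound flagged as likely green fluorescent, judged across all proteins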
# ABCB1 inh: ABCB1 efflux pump inhibitors, primary screen, cell-based, multiplex, flow cytometry, ABCG2 counter-screen; ATP-dependent translocase ABCB1 (Homo sapiens), P08183; CCRF-Adr cells, JC-1 efflux; inhibition, % at 6.6 µM; hit rate 0.067% among 190,000; in the data active = inhibition above about 40%;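 note: 0% = vehicle and 100% = reference inhibitor; higher value means more JC-1 retained so stronger ABCB1 efflux block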
# ABCG2 block: ABCG2 efflux pump inhibitors, primary screen, multiplex with ABCB1, IgMXP3 cells, flow cytometry. JC-1 efflux. Broad substrate specificity ATP-binding cassette transporter ABCG2 (Homo sapiens), Q9UNQ0. hit rate 0.1% among 190,000. inhibition, % at 6.6 µM;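 active = inhibition above 80%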;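 note: 0% = DMSO and 100% = nicardipine control wells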
# Target sequence (Q9UNQ0 whole entry, looked up): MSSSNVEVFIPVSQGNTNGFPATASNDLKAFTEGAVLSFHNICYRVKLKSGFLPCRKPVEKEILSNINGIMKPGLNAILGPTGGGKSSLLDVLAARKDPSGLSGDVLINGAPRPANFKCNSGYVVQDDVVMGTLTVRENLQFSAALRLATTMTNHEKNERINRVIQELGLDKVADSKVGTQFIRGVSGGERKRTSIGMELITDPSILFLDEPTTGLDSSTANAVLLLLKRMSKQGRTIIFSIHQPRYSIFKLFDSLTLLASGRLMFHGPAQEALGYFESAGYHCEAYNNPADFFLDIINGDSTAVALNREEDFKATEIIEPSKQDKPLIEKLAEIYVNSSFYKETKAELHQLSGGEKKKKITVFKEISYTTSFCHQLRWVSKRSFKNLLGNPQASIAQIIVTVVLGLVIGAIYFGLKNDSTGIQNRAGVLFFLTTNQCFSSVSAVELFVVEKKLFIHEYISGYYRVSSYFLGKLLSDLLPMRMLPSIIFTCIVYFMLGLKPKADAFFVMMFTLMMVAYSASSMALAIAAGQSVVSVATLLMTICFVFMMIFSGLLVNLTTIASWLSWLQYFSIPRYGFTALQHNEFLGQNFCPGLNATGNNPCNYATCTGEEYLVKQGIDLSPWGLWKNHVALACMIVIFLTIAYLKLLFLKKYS
#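 Test system: IgMXP3 (ABCG2) plus far-red-tagged CCRF-Adr (ABCB1) cells / Amount: 3 million cells/mL in well / Reagent: JC-1 transporter substrate / Timing: 10 min compound exposure, 25 °C / Signal: flow cytometry, 530 nm JC-1 signal / Read-out: percent efflux inhibition, scaled nicardipine 100% to DMSO 0% / Benchmarks: nicardipine as high control, DMSO as low control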
# Rab2A wt mod: modulators of GTP binding to Rab2A wildtype, primary screen, biochemical, dog, bead-based flow cytometry, multiplex | GST-Rab2 wt beads, Bodipy-GTP binding | GTP binding activity, % at 10 µM | hit rate 0.19% among 190,000 | AID 760, 2007;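 active = GTP binding activity at least 20 points away from 100%, either lowered or raised; inconclusive = signal likely due to the compound's own green fluorescence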;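 note: 0% = beads with excess unlabeled GTP and 100% = no-compound control corrected for plate trend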
# Pf gametocyte: late stage P. falciparum gametocyte viability inhibitors, primary screen, ATP luminescence, HTS | AID 743093, 2013 | inhibition, % at 10.9 µM | hit rate 0.065% among 150,000 | P. falciparum stage V gametocytes, 24 h;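 active = inhibition above the mean plus 3 SD of compounds within the control limits, set per campaign, cut at about 38% in these data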;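 note: 0% = DMSO wells and 100% = medium only without gametocytes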
# Rac1 mut GTP: GTP binding modulators of activated mutant Rac1, primary screen, biochemical, bead-based flow cytometry, multiplex, fluorescent GTP; GST-Rac1 activated beads; actives lie on both sides; 100% means binding = to untreated wells; Ras-related C3 botulinum toxin substrate 1 (Homo sapiens), P63000; percent activity (GTP binding), % at 10 µM; hit rate 0.11% among 190,000;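 active = GTP binding at least 20 percentage points away from the 100% baseline, in either direction, so actives lie on both sides; inconclusive = Compound likely fluorescent itself, or too few beads counted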
# GSH fluor: compound fluorescence on glutathione beads, profiling panel, artefact control, biophysical, 488/530 nm, flow cytometry; fluorescence (KMESF) at 10 µM; GSH beads flow cytometry, compound fluorescence 488/530 nm; stronger effect = higher value; hit rate 0.25% among 190,000; in the data active = fluorescence above about 89;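 note: glutathione beads carrying GST-tagged Bcl family fusion proteins plus one bare bead set; values are compound well signal with DMSO vehicle wells as background; inactives centre near 16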
# Cdc42 wt GTP: modulators of GTP binding to wildtype Cdc42, primary screen, biochemical, multiplex bead flow cytometry, Bodipy-GTP | GST-Cdc42 beads; actives lie on both sides | percent activity (GTP binding), % at 10 µM | hit rate 0.2% among 190,000 | AID 761, 2007;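 active = percent activity GTP binding at least 20 points away from the 100% baseline, either down as inhibitor or up as activator; inconclusive = compound flagged as likely green fluorescent from well-wide comparison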;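 note: median bead fluorescence of bound Bodipy-FL-GTP at 100 nM; 0% = excess unlabeled GTP control and 100% = no compound control; below 100% means less GTP binding so inhibitor and above means activator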
# Target sequence (P60953 whole entry, looked up): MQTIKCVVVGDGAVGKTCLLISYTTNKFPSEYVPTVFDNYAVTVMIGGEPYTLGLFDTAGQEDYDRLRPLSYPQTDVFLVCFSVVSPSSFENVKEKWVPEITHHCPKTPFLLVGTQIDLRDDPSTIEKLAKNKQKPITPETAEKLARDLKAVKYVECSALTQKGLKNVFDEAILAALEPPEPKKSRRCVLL
# Rab7 wt GTP bind: modulators of GTP binding to Rab7, primary screen, biochemical, wildtype, multiplex bead flow cytometry | GST-Rab7 beads, fluorescent GTP binding; actives lie on both sides; untreated = 100%, excess cold GTP = 0% | hit rate 0.055% among 190,000 | AID 758, 2007 | GTP binding activity (percent of control), % at 10 µM;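 active = fluorescent GTP binding to Rab7 beads changed by at least 20 points from the 100% baseline, either direction, mostly lower; inconclusive = compound itself probably fluorescent, or too few beads counted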;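 note: median green fluorescence of bound Bodipy-FL-GTP per Rab7 bead population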
# Avidin bead fluor: green autofluorescence of compounds with avidin beads – biophysical, 488/530 nm, flow cytometry, artefact control, profiling panel; compound fluorescence 488/530 nm; stronger effect = higher value; hit rate 0.38% among 220,000; fluorescence (KMESF) at 10 µM; in the data active = fluorescence above about 47; note: inactives centre near 10
# * hit, by the source's call; ? = inconclusive; . = not tested or not shown.
entry	SMILES	ABCB1 inh	Rab7 wt GTP bind	Rac1 mut GTP	Cdc42 wt GTP	GSH fluor	Rac1 wt modul
1	COC(=O)C1=CN(C)C=C(C(=O)OC)C1c1ccc(O)c(OC)c1	-0.3	100	101	103	22	104
2	Cc1ccc(/C=N/NC(=O)Cc2cccn2C)s1	7.0	92	97	94	27	100
3	CC1=CC(=C(C#N)C#N)C=C(C)N1Cc1ccc(Cl)cc1	1.0	96	94	98	10	97
4	CCOC(=O)N1CCN(C(=O)c2ccc(NC(=O)CC)cc2)CC1	0.8	105	98	101	3	100
5	O=C(Nc1ccccc1C(=O)NCC1CCCO1)c1ccco1 (stereo not given)	0.6	90	90	91	10	91
6	Nc1nc(Cl)nc(N(c2ccccc2)c2ccccc2)n1	0.7	97	100	100	7	99
7	CCOc1c(Cl)cc(Cl)cc1CNCCNCCO	0.1	?	?	?	60	?
8	C/C(=N\Nc1ccccn1)c1ccc(N2CCOCC2)cc1	-0.2	96	90	93	7	91
9	O=C(CNS(=O)(=O)c1c(Cl)cccc1Cl)OCc1csc(-c2ccccc2)n1	1.3	101	99	100	5	106
10	Cn1cc(S(=O)(=O)N2CCc3ccccc3C2)c(=O)n(C)c1=O	0.3	100	100	100	24	104
11	CCCCOc1ccccc1NC(=O)c1scc2c1OCCO2	1.7	103	94	96	9	96
12	O=C1NCCCC1C(=O)Nc1cccc(C(F)(F)F)c1 (stereo not given)	-0.4	101	100	101	26	104

entry	HRas wt GTP	Pf gametocyte	ABCG2 block	Avidin bead fluor	Rab2A wt mod
1	101	-27	-2	9	102
2	95	.	3	7	96
3	95	2	26	9	96
4	101	12	2	16	101
5	91	.	2	23	91
6	99	.	4	2	98
7	?	.	0	13	?
8	95	.	0	18	94
9	100	12	4	13	99
10	99	.	0	5	100
11	99	-80	6	19	97
12	100	19	-3	11	102

# Continuation:
entry	SMILES	ABCB1 inh	Rab7 wt GTP bind	Rac1 mut GTP	Cdc42 wt GTP	GSH fluor	Rac1 wt modul
13	O=C(Nc1nc(-c2ccccc2Cl)cs1)c1cccnc1	0.3	101	101	109	21	106
14	COCCCNC(=O)CCCCCNS(=O)(=O)c1ccc(Br)cc1	0.1	102	97	95	11	99
15	CCN(CC)S(=O)(=O)c1cc(C(=O)Nc2nncs2)c(Cl)cc1Cl	0.9	97	92	91	14	92
16	CC(C(=O)N1CCOCC1)N1C(=O)C2C3C=CC(C4CC34)C2C1=O (stereo not given)	0.3	107	96	100	15	104
17	O=C(COc1nnnc2ccccc12)N1CCCc2ccccc21	2.1	98	97	100	31	102
18	Cc1ccc(S(=O)(=O)NCCCCC(NC(=O)OC(C)(C)C)C(=O)O)cc1 (stereo not given) (tested in a mixture with another compound)	1.5	95	98	98	18	104
19	CC(CNC(=O)c1ccc2c(c1)OCO2)c1ccc([N+](=O)[O-])cc1 (stereo not given)	0.7	92	95	97	20	96
20	COc1cc(NC(=O)c2cccc(F)c2)cc(OC)c1OC	-0.3	99	93	93	11	96
21	[O-][n+]1c2c(nc3c1-c1ccccc1C3O)CCCC2 (stereo not given)	0.3	94	96	96	12	94
22	CCOC(=O)N1N=C(C)CC1(O)c1ccccc1 (stereo not given)	1.7	99	97	101	10	106
23	CCn1c(=O)n(CC)c2cc(S(=O)(=O)NCCOc3ccccc3)c(C)cc21	1.1	100	102	105	19	106
24	CCOC(=O)N1CCN(CCC(=O)Nc2ccc(OC)cc2)CC1	-0.4	102	100	101	36	103

entry	HRas wt GTP	Pf gametocyte	ABCG2 block	Avidin bead fluor	Rab2A wt mod
13	107	.	2	13	109
14	99	9	0	13	98
15	94	0	4	.	94
16	100	.	2	9	100
17	101	.	10	13	100
18	96	6	17	31	96
19	98	-16	6	10	96
20	93	-1	-2	10	97
21	93	.	2	11	94
22	100	.	9	4	98
23	106	.	2	10	106
24	102	18	0	13	103

# Continuation:
entry	SMILES	ABCB1 inh	Rab7 wt GTP bind	Rac1 mut GTP	Cdc42 wt GTP	GSH fluor	Rac1 wt modul
25	Cc1ccc(N2C(=O)C(CC(=O)Nc3cccc(F)c3)N(CCc3ccncc3)C2=O)cc1 (stereo not given)	0.9	97	98	100	19	98
26	CCOC(=O)C1=C(CC)Nc2ccccc2N=C1NC(=O)CCN1C(=O)C2CCCCC2C1=O (stereo not given)	0.4	107	95	97	15	98
27	Cc1ccc([N+](=O)[O-])cc1S(=O)(=O)N1CCCC1	0.8	101	99	99	14	102
28	COc1ccc(NC(=O)Nc2cccs2)cc1Cl	-0.5	96	102	100	17	105
29	Cc1cc(N2C(=O)CC(Cc3ccc(Cl)cc3)C2=O)no1 (stereo not given)	2.8	?	?	?	23	?
30	NC(=O)c1ccc(/C=N/O)nc1	0.0	99	93	100	13	99
31	Cc1ccc(/C=C(\CCC(=O)O)c2nc3ccccc3s2)cc1[N+](=O)[O-]	-0.5	87	78*	83	7	83
32	O=C(NCCCn1ccnc1)/C(=C\c1ccco1)NC(=O)c1ccco1	-0.1	96	98	100	16	102
33	COc1ccc(C2(O)CCN(C(=O)c3c(F)cccc3F)CC2)cc1	0.7	101	100	103	55	104
34	c1ccc(CNc2nc(-c3cccnc3)cs2)cc1	0.2	100	95	98	11	100
35	COc1ccc(CCC(=O)OCC(=O)Nc2ccccc2OC(F)F)cc1OC	0.4	95	96	94	14	96
36	Cc1cc2nc(/C(C#N)=C/c3ccncc3)[nH]c2cc1C	-2.8	96	89	87	2	86

entry	HRas wt GTP	Pf gametocyte	ABCG2 block	Avidin bead fluor	Rab2A wt mod
25	97	-26	6	12	97
26	98	.	2	13	98
27	98	-24	3	6	97
28	97	-2	0	5	96
29	?	9	13	7	?
30	95	.	9	12	99
31	86	-4	-1	2	79*
32	100	-9	9	11	99
33	103	.	3	9	102
34	99	-4	1	21	96
35	97	-11	5	10	95
36	92	-5	-12	9	94

# Further compounds.
entry	SMILES	ABCB1 inh	Rab7 wt GTP bind	Rac1 mut GTP	Cdc42 wt GTP	GSH fluor	Rac1 wt modul
37	S=C1NCCNC(=S)NCCOCCN1	1.1	103	96	99	24	97
38	CCC1CCCCN1C(=O)N[C@@H](Cc1ccccc1)C(=O)O (stereo not given in full)	0.1	96	97	99	50	98
39	C/C(N)=C(/C#N)C(=O)COC(=O)CCSc1ccccc1Cl	0.0	98	100	101	4	103
40	CCOc1ccc(NC(=O)CN2CCN(CC(=O)Nc3ccc(F)cc3)CC2)cc1	-2.6	101	98	102	24	100
41	CC(NC(=O)c1ccc(OC2CCN(Cc3ccccn3)CC2)cc1)c1ccccc1 (stereo not given)	0.7	96	94	94	9	96
42	Cc1cc(-c2nnc(CCC(=O)N3CCN(Cc4cccc(F)c4)CC3)o2)c(C)o1	2.1	101	93	94	11	99
43	O=[N+]([O-])c1cc(-c2cnc3ccccc3n2)ccc1Cl	0.2	98	94	96	23	95
44	CC(=O)c1c(C)[nH]c(C(=O)COc2cc(C)ccc2C(C)C)c1C	1.2	102	103	106	25	103
45	COC(=O)c1ccccc1NC(=O)CSc1nccc(C)n1	-0.3	94	96	93	17	93
46	O=C(CCc1ccc(S(=O)(=O)N2CCOCC2)cc1)Nc1ccc(N2CCOCC2)cc1	0.6	103	101	104	12	102
47	CCN(c1ccccc1)S(=O)(=O)c1ccc(Cl)c(NC(=O)COC(=O)C2CC2C)c1 (stereo not given)	0.3	99	92	95	26	94
48	COC(=O)CCC/C=C1/SCC(NC(=O)c2ccccc2)C1O (stereo not given)	-0.2	98	95	97	26	95

entry	HRas wt GTP	Pf gametocyte	ABCG2 block	Avidin bead fluor	Rab2A wt mod
37	99	1	9	10	100
38	97	.	0	6	97
39	99	.	1	7	100
40	100	.	-2	37	100
41	97	6	1	3	95
42	96	26	7	10	96
43	95	8	3	13	98
44	107	.	5	12	106
45	93	24	-1	9	96
46	103	.	2	8	103
47	93	-34	2	14	92
48	97	.	0	10	98

# Laid out differently: results already given
# Fields – ABCB1 inh	Rab7 wt GTP bind	Rac1 mut GTP	Cdc42 wt GTP	GSH fluor	Rac1 wt modul	HRas wt GTP	Pf gametocyte	ABCG2 block	Avidin bead fluor	Rab2A wt mod
2: Cc1ccc(/C=N/NC(=O)Cc2cccn2C)s1
    7.0	92	97	94	27	100	95	.	3	7	96
46: O=C(CCc1ccc(S(=O)(=O)N2CCOCC2)cc1)Nc1ccc(N2CCOCC2)cc1
    0.6	103	101	104	12	102	103	.	2	8	103
19: CC(CNC(=O)c1ccc2c(c1)OCO2)c1ccc([N+](=O)[O-])cc1 (stereo not given)
    0.7	92	95	97	20	96	98	-16	6	10	96
33: COc1ccc(C2(O)CCN(C(=O)c3c(F)cccc3F)CC2)cc1
    0.7	101	100	103	55	104	103	.	3	9	102
3: CC1=CC(=C(C#N)C#N)C=C(C)N1Cc1ccc(Cl)cc1
    1.0	96	94	98	10	97	95	2	26	9	96
14: COCCCNC(=O)CCCCCNS(=O)(=O)c1ccc(Br)cc1
    0.1	102	97	95	11	99	99	9	0	13	98

# Next section:
entry	SMILES	ABCB1 inh	Rab7 wt GTP bind	Rac1 mut GTP	Cdc42 wt GTP	GSH fluor	Rac1 wt modul
49	O=c1c2ccccc2n(Cc2cccc(F)c2)c(=O)n1C1CCCC1	0.4	100	99	103	37	103
50	Cc1ccc2nsnc2c1S(=O)(=O)NCc1ccncc1	0.8	103	95	100	26	101
51	O=C(CSc1ncnc2scc(-c3ccccc3)c12)N1CCN(Cc2ccc3c(c2)OCO3)CC1	3.0	?	95	98	16	96
52	CCc1ccc(CNC(=O)CCc2nnc(CCc3ccc(OC)cc3)o2)nc1	-0.3	?	?	?	16	?
53	CCCCN(C(=S)Nc1ccccc1)C1CCS(=O)(=O)C1 (stereo not given)	0.2	102	97	99	23	100

entry	HRas wt GTP	Pf gametocyte	ABCG2 block	Avidin bead fluor	Rab2A wt mod
49	102	7	2	8	100
50	98	.	3	26	96
51	97	9	7	24	95
52	?	-16	0	11	?
53	99	.	2	11	101

# Screening results from PubChem.
